Screening results from PubChem.
D3 ag: agonists of human D3 dopamine receptor. D3R DiscoveRx beta-arrestin cells, luminescence, 90 min. max activation, %. hit rate 0.58% among 410,000; in the data active means max activation above about 30%; further: 0% is about no effect; mostly tested at two doses, the higher about 12 µM
Target sequence (P35462 whole entry, looked up): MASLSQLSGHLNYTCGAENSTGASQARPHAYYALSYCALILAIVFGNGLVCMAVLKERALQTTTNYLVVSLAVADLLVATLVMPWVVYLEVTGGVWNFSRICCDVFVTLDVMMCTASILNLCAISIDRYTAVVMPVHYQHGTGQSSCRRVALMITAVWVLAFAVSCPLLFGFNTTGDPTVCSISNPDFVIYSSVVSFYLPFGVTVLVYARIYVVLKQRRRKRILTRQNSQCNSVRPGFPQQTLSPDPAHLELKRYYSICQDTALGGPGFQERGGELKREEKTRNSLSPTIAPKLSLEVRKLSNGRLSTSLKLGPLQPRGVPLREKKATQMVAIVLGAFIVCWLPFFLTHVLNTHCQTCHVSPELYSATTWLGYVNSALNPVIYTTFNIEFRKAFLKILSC
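Agonist-mode cell screen: cells plated at 1500/well and incubated overnight at 37 °C, then exposed to library compounds for 90 min at 37 °C. Detection reagent was added for 30–60 min at room temperature, and luminescence was read.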
Abeta yeast res: A-beta toxicity reversal in yeast | yeast expressing A-beta42, growth rescue, OD600, 48 h; response scale: 0% DMSO, 100% iron-clioquinol control | Potency, µM (doses to about 46.1 µM), for the others: at the top dose growth rescue, most hits filed as activators | hit rate 0.063% among 410,000; further: potency means the concentration at half of the fitted maximal effect; nearly all actives have a fitted effect of over 55% in size
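Yeast growth medium received pinned compounds, then yeast cells expressing toxic A-beta were added; plates incubated at 30 C for 48 hr. Growth read as absorbance at 600 nm, normalized to DMSO and equimolar FeCl3 plus clioquinol controls.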
EPAC2 agonist: EPAC2 (human) agonism | EPAC2 activation, biochemical qHTS; response scale: 100% = 6.5 mM cAMP response | Potency, µM (titrated, usually from 154 µM), inactives show at the highest dose activation, hits mostly activators | hit rate 0.079% among 360,000 | AID 720711; further: potency means the concentration at half of the fitted maximal effect; nearly all actives have a fitted effect of over 50% in size
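Setup: EPAC2 100 nM, labeled Rap1B complex 250 nM, free GDP 50 uM. Compound titrations pinned in, brief spin, 5 min room temperature incubation. Kinetic fluorescence read over 30 min, normalized to 6.5 mM cAMP.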
aSyn rescue: rescues yeast growth from alpha-synuclein toxicity | Yeast expressing alpha-synuclein, growth rescue, BacTiter-Glo, 24 h | Potency, µM (top dose mostly 46.1 µM), without a hit: top-dose growth rescue (activation), usual class: activators | hit rate 0.14% among 370,000 | AID 652106; further: potency means the concentration at half of the fitted maximal effect; % of control where 0% means no effect; nearly all actives have a fitted effect of over 65% in size
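Rescue of yeast growth: cells expressing toxic alpha-synuclein, induced in galactose at OD600 0.02, incubated with compound 24 h at 30 C. ATP luminescence quantified growth; inhibitors of toxicity appear as activators.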
FUS yeast rescue: rescues growth of FUS-expressing yeast; AID 1347120; hit rate 0.24% among 390,000; S. cerevisiae FUS-expressing, growth rescue, OD600, 24 h; Potency, µM (doses to about 76.6 µM), for the others: top-dose growth rescue (activation), usual class: activators;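 further: potency means the concentration at half of the fitted maximal effect; plate controls were DMSO vehicle for no effect and reference control for full effect; nearly all actives have a fitted effect of over 55% in size; some results filed as inactive show a strong effect at the top dose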
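Absorbance at 600 nm, taken 24hr after compound addition, measured rescue of FUS-yeast growth at 30C. Induction used 2% galactose with seeding at OD 0.005. Controls: CP55940 from 92uM final, DMSO only.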
EPAC2 antagonist: blocks human EPAC2 exchange factor; Q8WZA2; EPAC2 GEF exchange of Rap1B-BODIPY-GDP, fluorescence; Potency, µM (highest dose often 114 µM), for the others: at the highest dose activity, negative = inhibition, most hits filed as inhibitors; hit rate 0.18% among 360,000; AID 720708; further: potency means the concentration at half of the fitted maximal effect; on the % scale 0 is the no-effect control and ±100 the full control effect; nearly all actives have a fitted effect of over 45% in size; many of its hits are not listed in these tables
DRD3 antagonist: D3 dopamine receptor (human) antagonism; D3R cells, DiscoveRx beta-arrestin luminescence, antagonist mode; stronger effect = lower value; max response, negative = inhibition, %; hit rate 2.5% among 360,000; AID 652054; in the data active means max response below about -50%; inconclusive means no clear call, values can overlap the other calls; further: on the % scale 0 is the no-effect control and ±100 the full control effect; mostly tested at two doses, the higher about 12 µM
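Cells plated overnight at 1500 cells/well, then exposed to library compounds with dopamine controls for 90 minutes at 37 degrees C. DiscoveRx reagent added for 30–60 minutes at room temperature; luminescence read, quantitative HTS format.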
TDP-43 yeast inh: inhibitors of TDP-43 toxicity in yeast | TDP-43 expressing yeast growth rescue, BacTiter-Glo, 24 h | Potency, µM (doses to about 46.1 µM), inactives show top-dose growth rescue (activation), most hits filed as activators | hit rate 1.8% among 410,000; further: potency means the concentration at half of the fitted maximal effect; % of control where 0% means no effect; nearly all actives have a fitted effect of over 50% in size
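Growth rescue of TDP-43-toxic yeast measured as ATP luminescence (BacTiter-Glo). Cells grown to mid-log in raffinose, induced in galactose at OD600=0.02, exposed to compound 24 hr at 30 deg C.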
Numbers without * were called inactive; u = inconclusive; x = no result given. Unless noted, the call rests on the fitted dose curve; in most records, active means well fitted curve in the direction sought with a large enough effect; inconclusive means small, poorly fitted or top-dose-only effect, or another doubt; inactive means no such curve, though single readings can be large; an effect the other way counts as inactive or inconclusive. This is a subset; count on the stated rates, not on these rows.

SMILES | D3 ag | Abeta yeast res | EPAC2 agonist | aSyn rescue | FUS yeast rescue | EPAC2 antagonist | DRD3 antagonist | TDP-43 yeast inh
COc1ccc([C@H]2CC(=O)C=C(c3ccc4ccccc4c3)C2)cc1OC | 41.8* | 0.4% | 17.4% | 10.4% | 1.7% | -3.3% | 38.1 | 15.8µM*
COC(=O)c1ccc(S(=O)(=O)NC(C)(C)C)n1C | 10.1 | 12.8% | 4.5% | -1.0% | 6.4% | -11.4% | -3.6 | 11.5%
CC(C)CCN1C(=O)c2ccc(C(=O)Nc3ccccn3)cc2C1=O | -0.7 | -20.3% | 5.1% | -10.0% | 41.8% | 11.5% | 1.5 | -2.0%
Cc1nn(CC(=O)NCCC2=CCCCC2)c(C)c1[N+](=O)[O-] | -1.1 | 1.6% | 2.1% | -6.6% | -5.8% | 8.9% | -1.4 | -13.3%
Cn1nnnc1SCc1cccc(CSc2nnnn2C)n1 | 11.0 | -6.9% | 7.6% | -2.4% | 9.9% | -13.9% | 7.9 | -12.4%
COCCNC(=O)c1cc2c(-c3ccccc3F)nn(C)c2s1 | -5.1 | 6.6% | 2.1% | 16.4% | 19.1% | -4.2% | -8.7 | u
CCn1cc(/C=C(\NC(=O)c2ccc(OC)c(OC)c2)C(=O)NCCN2CCOCC2)c2ccccc21 | 2.0 | 12.4% | 4.9% | -3.8% | 14.5% | 1.2% | -7.6 | 3.8%
Cc1ccccc1C(C)NS(=O)(=O)c1ccc2c(c1)OCCO2 (stereo not given) | -1.0 | -8.8% | 5.9% | 8.1% | -12.4% | -20.3% | -3.0 | 26.4%
Cc1cc([N+](=O)[O-])nn1Cn1nc([N+](=O)[O-])cc1C | 1.2 | -4.6% | 2.0% | -8.6% | -2.6% | -6.4% | -4.9 | 4.3%
O=c1[nH]c(=O)c2[nH]c(=O)n(-c3ccccc3)c2[nH]1 | -2.5 | -6.7% | 8.4% | 1.2% | -3.3% | 8.2% | -14.2 | -10.6%
COc1ccc(N(C(=O)c2ccco2)C(C(=O)NC2CCCC2)c2ccc(N(C)C)cc2)cc1 (stereo not given) | -8.6 | 10.8% | -6.1% | -1.8% | 62.6% | -2.2% | u | -5.9%
O=C1Cc2cc(NS(=O)(=O)c3cc(F)ccc3F)cc3c2N1CCC3 | -7.2 | -3.8% | 3.4% | 0.1% | 5.3% | 6.9% | 8.6 | -17.4%
Cc1ccc(CCNC(=O)CNC(=S)N(Cc2ccccc2)Cc2cccnc2)cc1 | -0.6 | 2.4% | 13.4% | 6.5% | 15.7% | -25.7% | 6.5 | 13.6%
Cc1cccc(NC(=O)CN(C)S(=O)(=O)c2ccc3c(c2)c(=O)n(C)c(=O)n3C)c1 | 3.0 | 2.8% | x | x | -18.5% | x | x | 11.8%
CCc1ccccc1S(=O)(=O)Cc1ccc(C(=O)NCc2ccc3c(c2)OCO3)o1 | 5.6 | 21.2% | 0.9% | 0.6% | 20.1% | 5.2% | 15.3 | 16.0%
Cc1ccnc(NS(=O)(=O)c2ccc(NC(=O)c3ccc(S(=O)(=O)N4CC(C)OC(C)C4)cc3)cc2)n1 (stereo not given) | -5.3 | -10.0% | 4.6% | -5.0% | 36.3% | -1.3% | -7.7 | -10.9%
CCCCc1nc2ccccc2c(NC(=O)CNC(C)(C)C)c1CCC | 1.2 | 18.1% | -7.5% | -4.7% | 5.8% | 3.2% | -20.7 | 1.4%
COc1nc(Cl)cn(-c2ccc(C)cc2)c1=O | 2.8 | 8.1% | 0.4% | -1.3% | x | 6.0% | 7.8 | 28.5%
COc1ccc(OC)c2[nH]c(=O)c(CCNC(=O)COc3ccccc3)cc12 | 2.3 | -8.7% | 2.3% | -0.4% | x | -0.7% | 25.4 | 18.6%
O=C(C1Cc2ccccc2O1)N1CCCCC1 (stereo not given) | -3.6 | -7.8% | 0.3% | -3.2% | 25.8% | 12.3% | 16.1 | -20.1%
CCOc1ccc(/C(O)=C2/C(=O)C(=O)N(CC3CCCO3)C2c2ccco2)cc1 (stereo not given) | 0.1 | -11.2% | -5.1% | 0.6% | 12.3% | 9.5% | -4.7 | 18.6%
CCn1cc(S(=O)(=O)NCCc2ccc(OC)c(OC)c2)cn1 | -6.6 | -7.7% | -2.3% | -6.8% | 8.8% | 0.8% | 6.4 | -2.7%
CN(C)CCCNC(=O)c1cc2c3ccccc3n(C)c2s1 | 0.2 | 1.4% | 5.8% | x | -8.2% | -0.4% | 32.2 | -7.0%
COC(=O)c1sc(N)c(C(=O)OC)c1COC(=O)C1CC(=O)N(Cc2ccco2)C1 (stereo not given) | -10.1 | -5.4% | -3.3% | -0.3% | u | 0.7% | 0.8 | -7.8%

2 neighbouring entries already listed, quoted:
SMILES | D3 ag | Abeta yeast res | EPAC2 agonist | aSyn rescue | FUS yeast rescue | EPAC2 antagonist | DRD3 antagonist | TDP-43 yeast inh
Cc1ccc(CCNC(=O)CNC(=S)N(Cc2ccccc2)Cc2cccnc2)cc1 | -0.6 | 2.4% | 13.4% | 6.5% | 15.7% | -25.7% | 6.5 | 13.6%
Cc1cccc(NC(=O)CN(C)S(=O)(=O)c2ccc3c(c2)c(=O)n(C)c(=O)n3C)c1 | 3.0 | 2.8% | x | x | -18.5% | x | x | 11.8%

Remaining list, next part.
SMILES | D3 ag | Abeta yeast res | EPAC2 agonist | aSyn rescue | FUS yeast rescue | EPAC2 antagonist | DRD3 antagonist | TDP-43 yeast inh
CC1(c2ccc(OC(F)F)cc2)NC(=O)N(CC(=O)NCCC2=CCCCC2)C1=O (stereo not given) | 4.9 | -9.5% | 3.8% | 0.5% | 15.4% | -8.7% | -23.4 | 19.6%
O=C(N/N=C/c1ccc([N+](=O)[O-])o1)c1ccccc1NS(=O)(=O)c1cccs1 | 5.9 | -19.2% | 0.8% | -4.9% | 31.0% | -1.2% | -7.5 | -8.9%
Cc1nc(C(=O)NC2CC2)sc1C1(C)CC(c2cccc([N+](=O)[O-])c2)=NO1 (stereo not given) | 7.7 | -10.9% | 5.1% | 5.9% | 14.9% | -7.4% | 6.8 | u
CCOC(=O)CN(C(=O)CNC(=O)c1cccs1)C(C(=O)NC1CCCCC1)c1cccnc1 (stereo not given) | -1.0 | 3.8% | 1.9% | -3.6% | 4.5% | 1.8% | -23.7 | -14.2%
Cc1ccc(Cn2c(SCc3ccc(C(=O)NC4CCCCC4)cc3)nc3ccncc32)cc1 | -8.6 | -1.9% | x | x | 21.0% | x | x | 17.3%

Structures shown so far with an aryl methoxy group:
SMILES | D3 ag | Abeta yeast res | EPAC2 agonist | aSyn rescue | FUS yeast rescue | EPAC2 antagonist | DRD3 antagonist | TDP-43 yeast inh
COc1ccc([C@H]2CC(=O)C=C(c3ccc4ccccc4c3)C2)cc1OC | 41.8* | 0.4% | 17.4% | 10.4% | 1.7% | -3.3% | 38.1 | 15.8µM*
CCn1cc(/C=C(\NC(=O)c2ccc(OC)c(OC)c2)C(=O)NCCN2CCOCC2)c2ccccc21 | 2.0 | 12.4% | 4.9% | -3.8% | 14.5% | 1.2% | -7.6 | 3.8%
COc1ccc(N(C(=O)c2ccco2)C(C(=O)NC2CCCC2)c2ccc(N(C)C)cc2)cc1 (stereo not given) | -8.6 | 10.8% | -6.1% | -1.8% | 62.6% | -2.2% | u | -5.9%
COc1nc(Cl)cn(-c2ccc(C)cc2)c1=O | 2.8 | 8.1% | 0.4% | -1.3% | x | 6.0% | 7.8 | 28.5%
COc1ccc(OC)c2[nH]c(=O)c(CCNC(=O)COc3ccccc3)cc12 | 2.3 | -8.7% | 2.3% | -0.4% | x | -0.7% | 25.4 | 18.6%
CCn1cc(S(=O)(=O)NCCc2ccc(OC)c(OC)c2)cn1 | -6.6 | -7.7% | -2.3% | -6.8% | 8.8% | 0.8% | 6.4 | -2.7%
